Compound activity deposited in PubChem BioAssay by several laboratories.
UGM FP inh – Mtb UDP-galactopyranose mutase inhibition | 0.06% of 320,000 active | inhibition, % at 10 µM | purified UGM, fluorescence polarization probe displacement; in the data active means inhibition above about 10%, passing the limit was not always enough; inconclusive means no clear call, values can overlap the other calls
PfHsp40 rescue – restores yeast growth despite PfHsp40 toxicity | 0.68% of 340,000 active | growth rescue, % at 12.5 µM | S. cerevisiae expressing PfHsp40, growth rescue, ATP luminescence; in the data active means growth rescue above about 28%, passing the limit was not always enough; inconclusive means no clear call, values can overlap the other calls;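 further: yeast W303a lacking pdr1 and pdr3 grown in galactose medium; growth measured after three days at 30 °C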
BoNT A protease – BoNT A light chain protease inhibition | multiplex microsphere protease substrate cleavage, flow cytometry | inhibition, % at 10 µM | 0.17% of 360,000 active | AID 588499; further: plate controls were buffer without enzyme for full effect and enzyme alone for no effect
BoNT-F LC inh – inhibitors of Botulinum neurotoxin F light chain protease; inhibition, % at 10 µM; AID 588497; 0.22% of 360,000 active; Multiplex microsphere protease cleavage assay, flow cytometry; in the data active means inhibition above about 35%, passing the limit was not always enough; inconclusive means no clear call, values can overlap the other calls; further: plate controls were buffer without enzyme for full effect and enzyme alone for no effect
Anthrax LF inh2 – anthrax lethal factor protease inhibition; multiplex microsphere protease cleavage assay, LF; inhibition, % at 10 µM; 0.12% of 360,000 active; AID 588501; further: plate controls were buffer without enzyme for full effect and enzyme alone for no effect
Target sequence (P15917 whole entry, looked up): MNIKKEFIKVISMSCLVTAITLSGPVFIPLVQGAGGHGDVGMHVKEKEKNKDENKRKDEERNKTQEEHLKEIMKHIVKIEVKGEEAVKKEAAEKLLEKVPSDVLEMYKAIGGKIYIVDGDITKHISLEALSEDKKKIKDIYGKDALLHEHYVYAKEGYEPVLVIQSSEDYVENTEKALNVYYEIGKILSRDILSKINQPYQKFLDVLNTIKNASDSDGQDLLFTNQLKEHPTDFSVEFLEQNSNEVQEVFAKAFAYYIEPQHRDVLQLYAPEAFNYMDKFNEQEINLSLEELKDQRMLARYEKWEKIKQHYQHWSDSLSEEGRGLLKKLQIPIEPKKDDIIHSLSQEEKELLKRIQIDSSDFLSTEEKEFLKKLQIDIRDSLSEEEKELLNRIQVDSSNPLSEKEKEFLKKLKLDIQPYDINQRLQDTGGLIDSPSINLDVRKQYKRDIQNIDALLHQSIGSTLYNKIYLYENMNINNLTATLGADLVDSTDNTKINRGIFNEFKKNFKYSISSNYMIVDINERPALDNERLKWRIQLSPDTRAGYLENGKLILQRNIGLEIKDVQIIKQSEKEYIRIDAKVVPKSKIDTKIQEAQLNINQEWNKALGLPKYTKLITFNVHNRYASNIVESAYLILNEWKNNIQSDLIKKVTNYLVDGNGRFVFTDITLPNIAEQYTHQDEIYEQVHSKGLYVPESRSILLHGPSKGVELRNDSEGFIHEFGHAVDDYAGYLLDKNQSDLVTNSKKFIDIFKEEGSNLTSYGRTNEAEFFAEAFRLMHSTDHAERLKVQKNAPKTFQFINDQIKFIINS
Mtb BioA inh – BioA (M. tuberculosis) enzyme inhibition. purified M. tuberculosis BioA enzyme, plate reader. inhibition, % at 9.99 µM. AID 602481. 0.096% of 360,000 active; in the data active means inhibition above about 40%; inconclusive means no clear call, values can overlap the other calls
FadD28 binding – M. tuberculosis FadD28 bisubstrate binding inhibition | FadD28 bisubstrate probe binding, fluorescence polarization | 0.22% of 360,000 active | inhibition, % at 12.5 µM | AID 588549; in the data active means inhibition above about 8.5%, passing the limit was not always enough; inconclusive means no clear call, values can overlap the other calls
GDH-TPI inh – GDH-TPI coupled enzyme inhibition counter-screen; AID 588335; 1.2% of 360,000 active; inhibition, % at 4.8 µM; GDH-TPI coupled enzyme counterscreen, NADH absorbance; in the data active means inhibition above about 30%;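 further: 0% = DMSO wells and 100% = wells lacking the enzyme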
Mtb FBA inh – inhibitors of M. tuberculosis fructose-bisphosphate aldolase; AID 588726; 2.3% of 360,000 active; P9WQA3; inhibition, % at 1 µM; purified M. tuberculosis FBA, fluorescence read-out; in the data active means inhibition above about 27%;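 further: 0% = vehicle and 100% = reference inhibitor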
Starred values were filed as active, the others as inactive; ? = inconclusive; . = not tested or not shown; & = joins results of further samples. Unless noted, no stated cut-off is given here; in the data, active means inhibition above about 30%; inconclusive means no clear call, values can overlap the other calls; inactive means below that.

SMILES	UGM FP inh	PfHsp40 rescue	BoNT A protease	BoNT-F LC inh	Anthrax LF inh2	Mtb BioA inh	FadD28 binding	GDH-TPI inh	Mtb FBA inh
COc1ccc(OCCCC(=O)Nc2cccc(S(=O)(=O)N3CCCCCC3)c2)cc1	-7.8	5.4	0.3	-5.1	-12.3	3.7	3.2	-6.7	-2.7
O=C(CSc1nnnn1-c1ccc(F)cc1)NC1CCCCC1	-2.5	1.2	0.3	8.4	-1.6	-1.3	-4.6	-5.7	3.5
O=C(CCC(=O)c1ccccc1)NCCOc1ccccc1	0.5	-0.7	1.1	-1.2	-5.9	0.9	-0.6	6.7	-0.2
COC(=O)CC1=NC(=O)CS1	-2.2	0.9	-0.6	-2.7	-1.2	-0.4	-1.7	-5.1	3.1
C/C=C/c1ccc(OCCCCN2C(=O)NC(C)(C)C2=O)c(OC)c1	.	0.1	-0.1	-7.0	-4.1	-3.0	-0.1	6.4	-1.3
NS(=O)(=O)c1ccc(CCNCC(=O)NC2CC2)cc1	1.4	-0.1	1.6	-10.5	-10.5	-1.6	-0.2	4.3	-1.8
CCC1CCCCN1C(=O)CNCC1CCCO1 (configuration not stated)	-0.4	0.3	0.2	1.6	-8.6	.	-4.7	-8.6	-0.1
O=C(O)c1cc2cc(Cl)cc(Cl)c2oc1=O	-2.2	1.6	0.0	-13.0	4.4	-1.1	2.9	10.1	4.7
COCCSc1ccccc1C(=O)Nc1cc([N+](=O)[O-])ccc1OC	0.6	-0.5	-0.6	-2.0	-1.8	.	-1.9	3.2	-1.6
CCN(CC)c1ccc(C(=O)N/N=C(\C)c2cccnc2)cc1	2.3	0.2	-0.8	4.2	-4.1	.	-0.3	21.4	0.4
CCCn1c(SCc2ccccc2)nc2c1c(=O)[nH]c(=O)n2C	1.7	-0.4	0.7	-3.8	-3.1	2.4	0.5	8.6	3.4
CCCOc1ccc(C(=O)N2CCN(c3ccc(N)cc3Cl)CC2)cc1	1.5	-0.3	3.5	-18.4	1.4	-2.4	-1.1	1.9	0.6
O=C1NN(c2ccccc2)C(=O)C2C3C=CC(C4CC34)C12 (configuration not stated)	-1.8	1.4	-0.3	1.1	0.3	-0.3	-2.1	-0.8	-1.0
O=C(Nc1cccc(-n2cnnn2)c1)c1cnccc1Cl	1.1	0.4	-3.7	-12.5	-2.8	13.6	-2.7	0.5	3.1
O=C(NCCS(=O)(=O)NCc1ccccc1Cl)c1ccccc1	1.5	4.0	-2.2	4.5	-3.2	-0.8	-1.6	12.9	-2.7
O=C(CCc1ccccc1)N/N=C\c1cc2c(cc1Br)OCO2	0.0	-0.6	0.9	-2.1	0.3	1.0	-2.6	10.9	-0.9
COc1ccc(CCN2CC(C(=O)Nc3ccc4c(c3)OCO4)CC2=O)cc1OC (configuration not stated)	-0.1	0.4	0.4	-5.1	-6.1	.	-1.2	9.9	2.9
CC(NC(=O)C1CCCC1)C1CC2CCC1C2 (configuration not stated)	-1.6	-0.8	-1.7	-17.1	-0.6	.	0.6	-2.1	-2.1
O=C(Nc1nc(-c2ccc([N+](=O)[O-])cc2)cs1)C1=COCCO1	.	.	-0.3	-0.7	-7.0	0.0	-4.1	14.2	-2.4
COc1ccc(C)cc1-n1nnnc1SCc1nc(N)nc(N(C)C)n1	.	.	-0.1	-5.8	0.9	-1.1&-0.2	-3.8	6.2	-5.2
COc1cc(Cn2c3ccc(NC(=O)CCc4ccc(O)cc4)cc3c(=O)n2C)ccc1F	.	.	0.3	-1.3	-7.5	-0.4	0.9	9.3	111.0*
CCOC(=O)c1c(C)[nH]c(C(=O)COC(=O)c2cnccn2)c1C	-1.9	-1.2	0.2	-1.3	6.3	1.0	-3.0	-3.6	-0.9
CCCCCCC(=O)NNC(=O)c1c(O)c2ccccc2n(CCC)c1=O	-2.8	-0.8	-0.5	-3.1	-2.0	.	-3.5	0.0	3.3
COc1ccccc1NC(=O)Nc1nc(CC(=O)NC2CCCC2)cs1	2.0	1.3	3.6	12.9	1.1	1.4	-0.3	4.1	-1.1
COc1ccc(N2CCN(C(=O)COC(=O)CCOc3ccc(C(C)(C)C)cc3)CC2)cc1	0.2	-1.3	1.9	0.2	0.4	1.4	-1.3	6.5	4.0
CCN(CC(=O)Nc1sc2c(c1C#N)CCCC2)CC(=O)NC1CCS(=O)(=O)C1 (configuration not stated)	1.7	0.4	-0.8	0.0	-0.3	.	-0.2	-2.5	0.9
O=C(COC(=O)c1cccnc1Cl)Nc1cc(S(=O)(=O)N2CCCCCC2)ccc1Cl	.	-1.3	0.6	2.5	4.9	1.1	-2.1	1.4	-1.6
Cc1ccc(NC(=O)CCS(=O)(=O)c2cccc3nonc23)cc1Cl	0.4	0.0	-4.2	14.1	10.3	-0.9	-2.3	-1.5	1.9
Cc1ccc(C)c(C(=O)CN2C(=O)NC3(CCc4ccccc43)C2=O)c1 (configuration not stated)	-0.5	0.7	1.3	-6.1	4.6	-0.2	-8.4	-0.3	-1.6
COc1ccc(Cl)cc1N(CC(=O)N1CCCCCC1)S(C)(=O)=O	-0.3	0.7	-3.5	-14.6	0.7	-0.1	-3.3	3.5	2.4

Results in BoNT-F LC inh, BoNT A protease and PfHsp40 rescue, for two of the compounds above:
molecule	BoNT-F LC inh	BoNT A protease	PfHsp40 rescue
Cc1ccc(C)c(C(=O)CN2C(=O)NC3(CCc4ccccc43)C2=O)c1 (configuration not stated)	-6.1	1.3	0.7
COc1ccc(Cl)cc1N(CC(=O)N1CCCCCC1)S(C)(=O)=O	-14.6	-3.5	0.7

The list continues:
SMILES	UGM FP inh	PfHsp40 rescue	BoNT A protease	BoNT-F LC inh	Anthrax LF inh2	Mtb BioA inh	FadD28 binding	GDH-TPI inh	Mtb FBA inh
COc1ccc(-n2ncc3c2CC(C)(C)CC3NC(=O)C2CCN(C(C)=O)CC2)cc1 (configuration not stated)	1.6	-0.7	1.4	-0.2	-0.8	-0.4	-0.8	9.4	3.5
O=C(NCC1CCCN(C(=O)NCc2ccccc2)C1)c1ccc2c(c1)OCO2 (configuration not stated)	-1.0	-0.4	-0.4	0.1	-3.6	.	-3.9	-0.3	-2.7
O=C(CSc1nnc(-c2ccccn2)o1)Nc1ccccc1C(F)(F)F	-2.1	-2.0	-2.2	1.0	1.3	0.2	.	-11.1	-5.0
O=C(CCCc1ccccc1)Nc1ccnn1C1CCN(Cc2ccccn2)CC1	2.3	-0.3	0.4	-1.1	1.3	0.4	-0.4	12.5	3.7
O=C1c2cccc(Sc3ccccc3)c2C(=O)c2c(Sc3ccccc3)cccc21	2.5	-0.5	-4.9	?	-16.4	-1.8	1.7	-0.8	1.7
CCOc1ccccc1C1CC(=O)NC(SCC)=C1C#N (configuration not stated)	1.1	1.0	-0.9	-3.7	-3.6	.	0.7	20.0	1.4
CCCS(=O)(=O)NC(=O)C1(C)CCCN(C(=O)c2ccc(SC(F)(F)F)cc2)C1 (configuration not stated)	.	.	-1.9	-37.6	-7.7	-1.5	-0.7	0.0	-1.6
Cc1ccc(N/C=C2\CCCCC2=O)nc1	0.2	0.2	0.3	-1.5	5.8	.	-1.4	28.1	-1.9
COC(=O)CCC(=O)NNC(=O)CCC(=O)Nc1cccc(Cl)c1C	1.2	0.4	-0.6	0.6	-1.6	.	-0.7	4.7	1.4
CCOCCCNS(=O)(=O)c1ccc2c(c1)OCCO2	1.0	-0.2	-0.6	14.7	-3.0	-2.1	1.3	-2.5	2.8
O=C(O)c1ccc(NC(=O)C2(c3ccccc3)CCCC2)cc1	0.3	0.8	0.2	1.2	2.6	-1.9	-3.8	1.2	0.6
CCCN(CCC)S(=O)(=O)c1ccc(C(=O)N2CCCc3ccccc32)cc1	-0.2	0.4	-0.3	0.1	-2.0	2.9	-1.4	9.7	1.5
COc1ccc(C(C)(C)NC(=O)C2CCC(=O)N(CCCN3CCCC3=O)C2)cc1 (configuration not stated)	0.5	0.7	-0.5	0.8	3.7	-1.1	-0.8	5.7	-2.3
CC(C)CCCN1CCN=C1N(C)C	-2.8	-1.9	0.2	-7.0	-2.2	0.8	0.7	-4.0	1.1
Cc1cc([N+](=O)[O-])nn1CCCC(=O)NCc1ccc(F)cc1	-2.9	-1.2	-0.5	-2.4	-1.3	.	-1.8	1.0	1.2
Oc1ccc(/C=N/n2c(COc3ccccc3)n[nH]c2=S)c(O)c1	-1.3	0.5	-2.7	-32.2	6.7	-0.2	-2.8	13.2	-3.9
Cc1ccc(C(=O)c2c3ccccc3[n+]([O-])n2CCC(N)=O)cc1	1.1	-1.0	0.6	0.1	2.5	0.4	-0.2	14.7	0.6
Cc1ccc(C(=O)NCCNC(=O)c2ccc(C)nc2)cc1	-3.2	0.3	0.1	4.8	-0.5	0.9	-0.8	5.7	-2.1
O=C1c2cccnc2C(=O)N1c1cccc(-c2nc3ccccc3o2)c1	-0.3	1.0	-0.5	-4.3	1.8	-2.1	-1.5	5.1	3.0
c1ccc(OCc2nnc3sc(C4COc5ccccc5O4)nn23)cc1 (configuration not stated)	-0.5	-1.6	0.1	0.3	2.4	-6.8	-0.9	17.8	2.2
O=C(CC1C(=O)NC2CCCCC2N1C(=O)c1ccc([N+](=O)[O-])cc1)Nc1ccccc1 (configuration not stated)	1.3	1.3	0.1	0.4	7.2	.	-2.6	-4.0	3.2
COc1cc2c(C(=O)N3CCCc4ccccc43)cn(C)c(=O)c2cc1OC	-0.6	-1.0	-0.8	-8.5	-7.2	1.8	-1.0	11.6	2.8
O=C1CC(c2cc(Br)ccc2F)c2cc3c(cc2N1)CCC3 (configuration not stated)	1.4	0.9	0.4	3.5	-0.2	-1.4	-0.1	9.5	1.5
Cc1sc2nc(CSc3cccc(C(F)(F)F)c3)[nH]c(=O)c2c1C	3.7	0.6	-0.6	-5.6	0.6	.	-0.5	2.2	-1.6
Cc1ccc(C(=O)COC(=O)CNS(=O)(=O)c2ccccc2)cc1[N+](=O)[O-]	0.0	-0.2	0.4	-0.5	-2.4	-1.8	-0.6	1.9	0.8
O=C(CSc1ccc2nnc(-c3cccc(F)c3)n2n1)NCC1CCCO1 (configuration not stated)	.	0.0	2.5	3.4	-7.2	0.0	0.2	-4.4	10.8
O=C(OCc1ccc([N+](=O)[O-])cc1)C1CCN(S(=O)(=O)c2ccccc2)CC1	-2.4	0.6	-0.3	-2.4	-2.9	0.2	-5.3	3.8	-3.3
Cc1sc(N/N=C/c2ccco2)nc1-c1ccccc1	-0.4	1.4	-0.9	-0.1	-1.4	.	-1.4	13.2	0.4
CCN(CC)CCCNC(=O)CC1Oc2ccc(C)cc2NC1=O (configuration not stated)	-1.0	-0.7	0.9	-5.0	-0.1	-1.0	1.0	0.0	-1.7
CC1CCN(S(=O)(=O)c2ccc3c(c2)c(=O)c(C(=O)N2CCOCC2)cn3C)CC1	2.7	-2.3	-5.6	-22.4	-6.6	0.5	-2.2	14.0	1.0
CCCCN(C)C(=O)c1coc(=O)c2ccccc12	-1.5	-2.0	1.0	5.6	-2.3	0.7	-3.0	5.8	2.6
COc1ccc(CCN(C)C(=O)c2cncc(Br)c2)cc1OC	1.8	1.6	-1.9	-8.9	-0.6	0.4	-2.1	-1.5	-0.7
COCC(=O)NNC(=S)Nc1cccc(C)c1C	-1.7	-0.8	-1.6	-6.5	-2.8	.	-1.8	0.9	1.1
Cc1ccc(C)c(N2CCN(S(=O)(=O)c3ccc4c(c3)NC(=O)CO4)CC2)c1	0.7	1.0	1.6	5.7	-4.0	-1.3	-2.7	11.8	1.9
Cn1cc(Cc2ccc(C(=O)N3CCOCC3)cn2)c2ccccc21	.	.	0.1	-3.6	-0.8	-4.6	0.2	14.4	9.0

Retrieved by compound from the list above:
SMILES	UGM FP inh	PfHsp40 rescue	BoNT A protease	BoNT-F LC inh	Anthrax LF inh2	Mtb BioA inh	FadD28 binding	GDH-TPI inh	Mtb FBA inh
COc1ccc(CCN(C)C(=O)c2cncc(Br)c2)cc1OC	1.8	1.6	-1.9	-8.9	-0.6	0.4	-2.1	-1.5	-0.7
CCCCN(C)C(=O)c1coc(=O)c2ccccc12	-1.5	-2.0	1.0	5.6	-2.3	0.7	-3.0	5.8	2.6
